# ST2 IL33 inh – inhibitors of human ST2 (IL1RL1) binding to IL-33, primary screen, biochemical, AlphaLISA | AlphaLISA ST2-Fc/biotin-IL-33 interaction, 1 h | inhibition, % for hits at 17 µM | hit rate 2.3% among 78,000; in the data active = inhibition above about 30%; inconclusive = mostly about 10% to 28%
# Calls only; ? = inconclusive. An excerpt; rates above refer to the full screens.
SMILES,ST2 IL33 inh
CC[C@@H]1C(=O)OC[C@@H]1Cc1cncn1C,?
